# proCasp3 act – activators of human procaspase-3; activation, % at 8.5 µM; recombinant procaspase-3 D3A, Ac-DEVD-pNA absorbance 405 nm; 0.11% of 330,000 active; P42574;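 active = activation above the mean of all tested compounds plus 3 SD, cut at about 21% in these data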;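 note: 0% = DMSO alone and 100% = DMSO wells spiked with extra 5 µM PC-3 D3A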
# Target sequence (P42574 whole entry D9A/D28A/D175A): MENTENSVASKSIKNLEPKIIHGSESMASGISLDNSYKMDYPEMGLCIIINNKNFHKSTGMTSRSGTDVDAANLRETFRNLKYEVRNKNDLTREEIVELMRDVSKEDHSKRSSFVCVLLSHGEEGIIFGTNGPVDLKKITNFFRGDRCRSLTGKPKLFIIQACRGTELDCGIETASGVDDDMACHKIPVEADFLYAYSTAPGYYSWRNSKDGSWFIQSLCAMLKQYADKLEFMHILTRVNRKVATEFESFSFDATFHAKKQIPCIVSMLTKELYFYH
#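 Assay system – Procaspase-3 D3A mutant, all three cleavage aspartates alanine · Controls – DMSO-only low control, 5 µM PC-3 D3A high control · Schedule – 1 h compound preincubation, 2 h substrate hydrolysis at 25 °C · Signal – 405 nm absorbance of p-nitroaniline, reads at 0 and 120 min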
# procasp7 counter – counter-screen: procaspase-7 (human) activation; activation, % at 8.5 µM; 0.093% of 330,000 active; AID 463210; P55210; recombinant procaspase-7, Ac-DEVD-pNA absorbance 405 nm; D23A/D198A/D206A triple mutant, cannot self-cleave; scale: DMSO 0, 5 µM enzyme 100;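 active = percent activation above the screen-wide mean plus 3 SD, cut at about 25% in these data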
# Target sequence (P55210 whole entry D23A/D198A/D206A): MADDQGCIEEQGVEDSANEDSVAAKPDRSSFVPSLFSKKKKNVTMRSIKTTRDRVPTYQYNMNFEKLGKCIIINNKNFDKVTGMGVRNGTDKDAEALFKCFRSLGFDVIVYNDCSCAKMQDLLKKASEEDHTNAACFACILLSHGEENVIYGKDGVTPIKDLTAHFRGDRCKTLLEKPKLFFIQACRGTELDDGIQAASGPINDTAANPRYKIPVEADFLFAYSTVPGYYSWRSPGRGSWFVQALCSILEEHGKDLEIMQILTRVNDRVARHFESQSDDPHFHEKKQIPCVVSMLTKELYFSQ
#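 Test system: Procaspase-7 triple mutant (PC-7 D3A). Also added: Ac-DEVD-pNA substrate, 400 µM as added. Schedule: 1 h enzyme–compound preincubation and 2 h substrate reaction, both 25 °C. Signal: p-Nitroaniline absorbance at 405 nm, read at 0 and 120 min. Control set: low DMSO alone, high DMSO plus 5 µM PC-7.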
# Yeast superoxide – yeast age-related superoxide inhibition as caloric restriction mimetic; S. cerevisiae aged cells, superoxide DHE fluorescence; hits give low values; superoxide response (% of plate mean), % at 10 µM; 0.18% of 330,000 active; AID 2690;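 active = superoxide response under a set limit, about three screen SD below normal, cut at about 65% in these data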;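 note: yeast aged for seven days with compound at 30 °C before DHE staining; 100% = average MFI of all compound-treated wells on the plate with controls excluded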
# LAP4-GFP MLPCN – modulators of TOR pathway LAP4-GFP in S. cerevisiae; S. cerevisiae LAP4-GFP multiplex, flow cytometry GFP, 3 h; median GFP as percent of DMSO wells; GFP response vs DMSO, % at 10 µM; 0.34% of 320,000 active;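 active = GFP response vs DMSO above a set limit, about the screen mean plus 3 SD, cut at about 150% in these data; inconclusive = under 70 cell events counted for the yeast strain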
# AHR activator – activators of human aryl hydrocarbon receptor. 2.5% of 320,000 active. P35869. activation, % at 5 µM. AHR-responsive luciferase reporter cells, luminescence; in the data active = activation above about 47%;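 note: 0% = vehicle wells and 100% = reference agonist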
# MEP2 TOR yeast – yeast TOR pathway MEP2-GFP modulation. S. cerevisiae MEP2-GFP strain, flow cytometry GFP, 3 h; 100% = DMSO control level. GFP response vs DMSO, % at 10 µM. 0.51% of 330,000 active;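 active = GFP response versus DMSO above a set limit, roughly screen mean plus 3 SD, cut at about 180% in these data; inconclusive = fewer than 70 cells counted for a yeast strain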;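 note: median GFP fluorescence of the barcode-gated MEP2-GFP cells per well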
# GASC-1 inh – blocks human GASC-1 demethylase activity | GST-JMJD2C(1-420) H3K9me3 demethylation, DELFIA europium | inhibition, % at 2.35 µM | 0.069% of 330,000 active | AID 2099;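 active = more than half of a compound's replicate wells show inhibition beyond 50%, single wells judged on their own value; inconclusive = some, but no more than half, of replicates pass 50% inhibition; inactive = no replicate passes 50% inhibition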;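 note: signal counts dimethyl H3K9 product captured on neutravidin plate; 0% = median of DMSO wells and 100% = 0.3 times that DMSO median; strong numbers were not always called active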
# Target sequence (Q9H3R0 1-420 limits assumed): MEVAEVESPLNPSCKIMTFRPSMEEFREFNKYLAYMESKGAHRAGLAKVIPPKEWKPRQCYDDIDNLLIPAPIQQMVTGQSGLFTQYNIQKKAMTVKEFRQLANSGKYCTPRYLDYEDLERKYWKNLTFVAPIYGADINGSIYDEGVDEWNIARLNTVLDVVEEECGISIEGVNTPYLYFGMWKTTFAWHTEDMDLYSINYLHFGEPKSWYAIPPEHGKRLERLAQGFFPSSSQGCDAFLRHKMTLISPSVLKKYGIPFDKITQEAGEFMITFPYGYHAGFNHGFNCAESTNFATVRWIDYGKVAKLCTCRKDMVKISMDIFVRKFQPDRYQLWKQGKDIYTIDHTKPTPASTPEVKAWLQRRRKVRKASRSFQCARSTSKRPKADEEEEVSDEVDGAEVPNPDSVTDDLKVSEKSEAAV
# RPL19A TOR yeast – alters RPL19A-GFP fluorescence in TOR pathway yeast screen | 0.3% of 330,000 active | S. cerevisiae RPL19A-GFP strain, flow cytometry, 3 h; hits give low values | percent response vs DMSO, % at 10 µM | AID 2025;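 active = percent response vs DMSO below 50%; inconclusive = fewer than 70 events counted for the yeast strain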;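 note: median channel GFP fluorescence of the barcoded RPL19A-GFP strain; ratio of sample median GFP to plate DMSO average so 100% = DMSO; lower means less RPL19A-GFP as with rapamycin TOR inhibition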
# Starred values were filed as active, the others as inactive; ? = inconclusive; . = no result given; & = joins results of further samples.
SMILES,proCasp3 act,procasp7 counter,Yeast superoxide,LAP4-GFP MLPCN,AHR activator,MEP2 TOR yeast,GASC-1 inh,RPL19A TOR yeast
Nc1c(NCCN2CCCCC2)c2ccccc2oc1=O,9,13,96,97,9,96,-24,97
Cc1onc(-c2ccccc2Cl)c1C(=O)Nc1ccc(CN2CCCC2)cc1,1,8,95,125,1,117,-4,107
COc1ccc2[nH]c(=O)c(CN(Cc3cccs3)Cc3nnnn3Cc3ccccc3)cc2c1,-1,-5,96,107,8,112,-4,109
Cc1ccc(C)c(NC(=S)N2CCC(NC(=O)c3cccc(F)c3)CC2)c1,3,10,106,102,0,92,0,98
Cc1cccc2cccnc12,-5,-2,119,96,1,99,9,101
O=C(OCC(=O)N1CCCc2ccccc21)c1ccc(Br)o1,-3,5,101,108,0,108,9,105
CCOC(=O)C1CCN(C(=O)c2cc3c(C)cc(C)cc3[nH]2)CC1,-8,-4,99,121,7,99,-3,94
Cn1c(=O)c2c(nc(N3CCCCC3)n2CCSc2nc3ccccc3s2)n(C)c1=O,2,1,95,104,1,100,141,99
O=C(COC(=O)c1ccc[nH]c1=O)Nc1cc(S(=O)(=O)N2CCCCC2)ccc1Cl,7,6,104,112,2,102,18,95
COc1ccc2c(c1)c(=O)oc1cc3occ(C(C)(C)C)c3cc12,10,4,89,101,1,101,1,104
Cc1cc(C)c(C#N)c(SCC(=O)Nc2ccccc2)n1,-11,-6,102,109,0,115,-1,103
OCCCc1n[nH]c(=S)n1-c1ccccc1,0,-4,94,116,1,94,2,97
Cc1ccc(C(=O)OCC(=O)N2CC(C)OC(C)C2)cc1 (stereo not drawn),4,-5,113,105,0,101,3,94
CCCCNC(=O)CSc1nc2ccccc2n1S(=O)(=O)c1ccc(Cl)cc1,0,-6,97,99,3,100,4,97
COc1cc(OC)cc(-c2nnc(SCC(=O)N3c4ccccc4Sc4ccccc43)o2)c1,5,-12,110,97,0,97,-8,97
CCOC(=O)/C(=N\Nc1ccc(Cl)cc1)Sc1nnc(-c2ccc(OC)cc2)n1C,-1,6,103,110,1,101,15,102
S=C(NCc1ccc(Cl)cc1)NCc1ccco1,.,.,97,83,.,108,-2,120
Cc1ccn2cc(CNS(=O)(=O)c3ccc4c(c3)OCCO4)nc2c1,-5,-2,92,109,1,103,-17,100
CC(C)N1CCc2c(sc(NC(=O)c3ccco3)c2C(N)=O)C1,-17,-28,106,103,13,96,-11,97
COc1ccc2oc(=O)c(C(=O)NCc3ccco3)cc2c1,-9,-11,97,107,-4,101,6,98
CCn1cc(C2=NC(CCSC)CO2)c2ccccc21 (stereo not drawn),5,3,95,93,11,99,-1,99
COc1ccccc1NS(=O)(=O)c1cc(N)ccc1N1CCOCC1,-11,-18,94,94,2,103,-7,104
CCc1cc2c(=O)c(-c3nc(C)cs3)coc2cc1O,-1,4,107,106,60*,103,-1,100
O=C(c1ccc(-c2ccc([N+](=O)[O-])cc2Cl)o1)N1CCOCC1,-7,-13,104,106,11,95,-3,98
Cn1c(=O)oc2cc(S(=O)(=O)NCc3ccc(C(=O)O)cc3)ccc21,8,6,98,104,6,99,2,99

# (further entries)
SMILES,proCasp3 act,procasp7 counter,Yeast superoxide,LAP4-GFP MLPCN,AHR activator,MEP2 TOR yeast,GASC-1 inh,RPL19A TOR yeast
O=C(Nc1ccc2oc(-c3ccccc3Cl)nc2c1)c1ncn[nH]1,-6,-1,116,106,-2,103,-3,99
O=C(O)CC1(CC(=O)Nc2cc3ccccc3cn2)CCCCC1,-16,5,116,100,-4,103,3,99
COCC(=O)N(Cc1cc2ccc(C)c(C)c2n2nnnc12)C1CCCC1,-5,4,78,99,4,117,-6,115
COC(=O)CSc1nc2sc3c(c2c(=O)[nH]1)CCC3,-2,-11,98,105,8,102,-6,106
C=CCNc1nc(Cl)ncc1F,5,-3,102,106,3,106,1,107
COC(=O)c1ccc(CNC(=O)COC(=O)c2cc(Cl)ccc2O)cc1,4,0,115,101,0,100,5,102
COC(=O)c1ccc(OS(=O)(=O)N(C)C)cc1,3,12,103,87,1,103,-3,99
O=C(/C=C/c1ccccc1)NCC(=O)N/N=C/c1ccco1,-3,10,100,75,1,88,8,96
C/C(NCCN1CCOCC1)=C(\C#N)C(N)=O,-5,-1,93,96,3,105,11,103
S=c1[nH]nc(-c2ccc(Cl)cc2)n1Cc1ccccc1,-19,-21,96,94,2,95,-4,95
C[C@H](NC(=O)c1nc[nH]c1C(=O)N[C@@H](CCCCNC(=O)OC(C)(C)C)C(=O)OC(C)(C)C)C(=O)OC(C)(C)C,7,0,96,129,-5,99,9,107
CCOC(=O)N1CC=C2C(C#N)=C(N)C(C#N)(C#N)[C@H](c3ccc(OCC)c(OCC)c3)[C@H]2C1,-1,-2,127,91,1,96,1&5,.
O=C(NN=C1CCCC1)NC1CCCCC1,-1,6,94,96,16,96,18,103
O=c1c2cc3c(nc2[nH]c(=S)n1-c1ccccc1)CCCC3,2,1,115,102,6,92,-1,104
CCOc1c(Cl)cc(C(=O)NCCN2CCCCC2)cc1Cl,3,-2,89,97,3,101,-40,99
CCS(=O)(=O)N1CCN=C1SCc1cccnc1,9,8,112,88,2,104,5,103
C=CCOc1cccc(C(=O)N(C)C2CCCN(Cc3ccccc3F)C2)c1 (stereo not drawn),0,-1,100,90,-1,103,2,101
COc1ccc(-c2noc(-c3cccnc3)n2)cc1OC,-6,-3,86,102,3,104,3,107
CCCCN(CCCC)CCCNC(=O)CN1C(=O)COc2ccc(S(=O)(=O)N3CCC(C)CC3)cc21,3,-8,81,108,1,95,6,99
O=C(NC1CCC(=O)N(CCSc2ccccc2)CC1)OCc1ccccc1 (stereo not drawn),7,-2,101,?,-4,?,-11,?
CC1CN(S(=O)(=O)c2ccc(C(=O)N(C)C3CCCCC3)cc2)CC(C)O1 (stereo not drawn),8,-1,92,95,1,101,2,99
Cc1cc2nc(SCCN3CCOCC3)[nH]c2cc1C,-3,-9,94,98,15,103,-1,95
O=C(O)CCc1nn2cc(-c3ccccc3)nc2[nH]c1=O,-2,14,96,98,3,101,1,97
OCCC1CN(Cc2cnc(-c3ccccc3)s2)CCN1CCc1ccccc1 (stereo not drawn),9,9,89,86,5,98,-1,99
CCOc1ccc(OCCCC(=O)NCCOc2ccccc2OC)cc1,1,1,77,90,-3,104,7,101

# Other results follow:
SMILES,proCasp3 act,procasp7 counter,Yeast superoxide,LAP4-GFP MLPCN,AHR activator,MEP2 TOR yeast,GASC-1 inh,RPL19A TOR yeast
O=[N+]([O-])c1cc(C(F)(F)F)ccc1N1CCN(S(=O)(=O)c2ccc3c(c2)CCCC3)CC1,-6,2,110,84,0,77,-1,108
COc1ccc2c(c1)CCc1c(C(=O)N3CCc4ccccc4C3)noc1-2,-4,5,87,109,2,105,-6,.
CCCCNCC1CCCO1 (stereo not drawn),.,.,96,85,.,98,9,96
CCc1cc2c(=O)c(-c3ccc4c(c3)OCCO4)coc2cc1OS(C)(=O)=O,0,-2,105,91,5,106,-1,103
O=C(NNS(=O)(=O)c1ccc(Br)cc1)c1cccs1,-2,5,94,97,1,93,2,98
O=[N+]([O-])c1ccc(C2=Nn3cnnc3SC2)cc1,2,1,114,104,0,93,3,97
NC(=O)c1ccccc1OCc1nc2ccccc2s1,8,0,78,92,40,102,-3,94
CC(NC(=O)Nc1ccc(Cl)cc1)C(c1cccs1)N1CCOCC1 (stereo not drawn),6,-3,128,101,11,99,-5,96
O=S(N1CCCCCC1)C12CC3CC(CC(C3)C1)C2 (stereo not drawn),-4,17,90,105,0,98,15,106
COc1ccc(NS(=O)(=O)c2cc(NC(=O)c3cnccn3)ccc2N2CCCC2)cc1,6,-1,103,98,14,108,8,106
CC1CCC(NC(=O)c2ccc(COc3ccccc3)o2)CC1 (stereo not drawn),4,-2,128,102,4,99,1,97
COC(=O)c1oc2ccc(Br)cc2c1NC(=O)c1ccccc1,5,3,83,101,1,101,-14,98
CN(CC(=O)N1CCN(c2ccccc2)CC1)C1CCCc2ccccc21 (stereo not drawn),6,10,91,94,10,104,-1,98
COc1cccc(CN(C)CC(=O)NNC(=O)c2ccc(Cl)cc2)c1,-1,0,93,100,11,100,-29,106
COc1ccccc1S(=O)(=O)n1cc(Cc2ccccc2)c(N)n1,2,-10,110,103,5,100,-1,101
Cc1ccc(NC(=O)CN(C)C(=O)CCCN2C(=O)c3ccccc3C2=O)cc1,-3,-4,94,.,13,104,1,92
CCN(c1ccccc1)S(=O)(=O)c1ccc(C(=O)NNC(=O)c2ccccc2F)cc1,-3,-6,85,113,0,100,8,100
O=C(Nc1ccc(Cl)cc1)OCc1cc(-c2ccccc2Cl)on1,-1,8,103,100,-1,98,-2,101
CCOC(=O)c1sc(NC(=O)CC)nc1C,3,-17,95,95,-9,109,-1,104
CCOC(=O)c1c(NC(=O)C2COc3ccccc3O2)sc(C)c1C (stereo not drawn),-12,-5,107,92,2,94,-5,91
CCSc1nnc(NC(=O)c2cc(-c3ccccc3O)n[nH]2)s1,10,2,98,108,2,92,-16,100
CN(CC1COc2ccccc2O1)C(=O)c1cccc(S(=O)(=O)N2CCCC2)c1 (stereo not drawn),7,5,122,105,0,105,-4,101
CN(CC(=O)NCc1cccnc1)S(=O)(=O)c1ccccc1,7,1,99,97,1,102,4,94
Cc1cccc(N2CCN(Cc3cc(=O)n4ccsc4n3)CC2)c1C,-2,9,97,93,-2,95,-26,90
Cc1cc(=O)n(C)c(=O)n1CCCCCCN1CCCC1,4,2,126,97,2,100,3,100

# (further entries)
SMILES,proCasp3 act,procasp7 counter,Yeast superoxide,LAP4-GFP MLPCN,AHR activator,MEP2 TOR yeast,GASC-1 inh,RPL19A TOR yeast
COc1cccc(/C=C/C(=O)OCC(=O)NCc2ccc(Cl)cc2)c1,-3,0,106,86,-1,93,30,89
CC1CCC2(CC1)NC(=O)N(CC(=O)Nc1cc(S(=O)(=O)N3CCCC3)ccc1Cl)C2=O (stereo not drawn),4,2,91,98,2,105,0,98
COc1cnn(-c2ccc(F)cc2)c(=O)c1Br,-4,8,92,91,14,103,8,100
CCOc1ccc(CN2CCN(Cc3cccc4nonc34)CC2CCO)cc1 (stereo not drawn),3,-1,101,106,4,109,-4,106
O=C(COc1ccccc1)Nc1ccc(NC(=O)c2ccco2)cc1,-1,-1,96,116,2,104,-2,88
O=C(O)c1ccc(S(=O)(=O)N2CCC3(CC2)CC(=O)c2ccccc2O3)cc1,-7,3,98,94,1,102,151,99
Cc1cc2c(NC3CCCCC3)ncnc2s1,.,.,104,100,.,107,5,102
CCOC(=O)c1c(-c2ccc(C)cc2)csc1/N=C/N(C)C,-4,3,99,83,14,98,-1,109
Cc1cc(NS(=O)(=O)c2ccc(NC(=O)C(C)Oc3ccc(Cl)cc3)cc2)no1 (stereo not drawn),-1,2,89,101,2,109,-2,105
COc1ccc(S(=O)(=O)Cc2ccc(C(=O)N3CCN(c4ccccc4F)CC3)o2)cc1,-3,10,92,100,0,98,-8,103

# Assay outcomes deposited in PubChem BioAssay by several laboratories.
